Y pestis TopoI: Yersinia pestis topoisomerase I inhibitors, primary screen, biochemical, cleavage product accumulation, plate reader, single point. DNA topoisomerase I (Yersinia pestis CO92). Y. pestis Topo-I cleavage product accumulation. activity, % at 10 µM. hit rate 0.064% among 360,000. AID 504884, 2011; in the data active = activity above about 50%, passing the limit was not always enough; inconclusive = no clear call, values can overlap the other calls; also: inactives centre near 2
PrPC TRFRET: inhibitors of human cell surface prion protein PrPC, primary screen, cell-based, TR-FRET. Major prion protein (Homo sapiens), P04156. TR-FRET read-out. inhibition, % at 13.8 µM. hit rate 0.43% among 370,000. AID 720596, 2013; in the data active = inhibition above about 24%; also: 0% = median of the test wells and 100% = reference compound wells
FadD28 FP inh: inhibitors of FadD28 bisubstrate probe binding, primary screen, biochemical, fluorescence polarization, single point; inhibition, % at 12.5 µM; Mycobacterium tuberculosis FadD28 fatty-acid-AMP ligase; hit rate 0.22% among 360,000; in the data active = inhibition above about 8.5%, passing the limit was not always enough; inconclusive = no clear call, values can overlap the other calls
BoNT-F LC inh: BoNT/F light chain protease inhibitors, primary screen, biochemical, flow cytometry, MLPCN library; Botulinum neurotoxin type F light chain protease (Clostridium botulinum); Multiplex microsphere protease cleavage assay; inhibition, % at 10 µM; hit rate 0.22% among 360,000; AID 588497, 2011; in the data active = inhibition above about 35%, passing the limit was not always enough; inconclusive = no clear call, values can overlap the other calls; also: plate controls were buffer without enzyme for full effect and enzyme alone for no effect
CCHF vOTU inh: CCHFV vOTU protease inhibitors, primary screen, biochemical, Pep-AMC substrate, fluorescence. inhibition, % at 11.5 µM. AID 651958, 2012. hit rate 0.55% among 370,000. Crimean-Congo hemorrhagic fever virus L polyprotein viral ovarian tumor (vOTU) protease …; in the data active = inhibition above about 30%; also: 0% = vehicle wells with enzyme and 100% = no enzyme wells
BoNT A protease: BoNT/A light chain protease inhibitors, primary screen, biochemical, flow cytometry, MLPCN library | multiplex microsphere protease substrate cleavage | Botulinum neurotoxin type A light chain protease (Clostridium botulinum A str. ATCC 3502) | AID 588499, 2011 | hit rate 0.17% among 360,000 | inhibition, % at 10 µM; also: plate controls were buffer without enzyme for full effect and enzyme alone for no effect
PfHsp40 rescue: rescue of yeast from PfHsp40 toxicity, primary screen, S. cerevisiae, ATP luminescence; S. cerevisiae expressing PfHsp40, growth rescue; growth rescue, % at 12.5 µM; hit rate 0.68% among 340,000; in the data active = growth rescue above about 28%, passing the limit was not always enough; inconclusive = no clear call, values can overlap the other calls;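 also: yeast W303a lacking pdr1 and pdr3 grown in galactose medium; growth measured after three days at 30 °C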
Anthrax LF inh2: Bacillus anthracis LF protease inhibitors, primary screen, biochemical, multiplex microsphere, MLPCN library; Lethal factor (Bacillus anthracis), P15917; inhibition, % at 10 µM; multiplex microsphere protease cleavage assay; hit rate 0.12% among 360,000; also: plate controls were buffer without enzyme for full effect and enzyme alone for no effect
TcdB inh: TcdB glycohydrolase inhibitors, primary screen, biochemical, single point, plate reader. TcdB glycohydrolase enzymatic assay. inhibition, % at 9.99 µM. hit rate 0.24% among 350,000; in the data active = inhibition above about 10%
Target sequence (P18177 whole entry, looked up): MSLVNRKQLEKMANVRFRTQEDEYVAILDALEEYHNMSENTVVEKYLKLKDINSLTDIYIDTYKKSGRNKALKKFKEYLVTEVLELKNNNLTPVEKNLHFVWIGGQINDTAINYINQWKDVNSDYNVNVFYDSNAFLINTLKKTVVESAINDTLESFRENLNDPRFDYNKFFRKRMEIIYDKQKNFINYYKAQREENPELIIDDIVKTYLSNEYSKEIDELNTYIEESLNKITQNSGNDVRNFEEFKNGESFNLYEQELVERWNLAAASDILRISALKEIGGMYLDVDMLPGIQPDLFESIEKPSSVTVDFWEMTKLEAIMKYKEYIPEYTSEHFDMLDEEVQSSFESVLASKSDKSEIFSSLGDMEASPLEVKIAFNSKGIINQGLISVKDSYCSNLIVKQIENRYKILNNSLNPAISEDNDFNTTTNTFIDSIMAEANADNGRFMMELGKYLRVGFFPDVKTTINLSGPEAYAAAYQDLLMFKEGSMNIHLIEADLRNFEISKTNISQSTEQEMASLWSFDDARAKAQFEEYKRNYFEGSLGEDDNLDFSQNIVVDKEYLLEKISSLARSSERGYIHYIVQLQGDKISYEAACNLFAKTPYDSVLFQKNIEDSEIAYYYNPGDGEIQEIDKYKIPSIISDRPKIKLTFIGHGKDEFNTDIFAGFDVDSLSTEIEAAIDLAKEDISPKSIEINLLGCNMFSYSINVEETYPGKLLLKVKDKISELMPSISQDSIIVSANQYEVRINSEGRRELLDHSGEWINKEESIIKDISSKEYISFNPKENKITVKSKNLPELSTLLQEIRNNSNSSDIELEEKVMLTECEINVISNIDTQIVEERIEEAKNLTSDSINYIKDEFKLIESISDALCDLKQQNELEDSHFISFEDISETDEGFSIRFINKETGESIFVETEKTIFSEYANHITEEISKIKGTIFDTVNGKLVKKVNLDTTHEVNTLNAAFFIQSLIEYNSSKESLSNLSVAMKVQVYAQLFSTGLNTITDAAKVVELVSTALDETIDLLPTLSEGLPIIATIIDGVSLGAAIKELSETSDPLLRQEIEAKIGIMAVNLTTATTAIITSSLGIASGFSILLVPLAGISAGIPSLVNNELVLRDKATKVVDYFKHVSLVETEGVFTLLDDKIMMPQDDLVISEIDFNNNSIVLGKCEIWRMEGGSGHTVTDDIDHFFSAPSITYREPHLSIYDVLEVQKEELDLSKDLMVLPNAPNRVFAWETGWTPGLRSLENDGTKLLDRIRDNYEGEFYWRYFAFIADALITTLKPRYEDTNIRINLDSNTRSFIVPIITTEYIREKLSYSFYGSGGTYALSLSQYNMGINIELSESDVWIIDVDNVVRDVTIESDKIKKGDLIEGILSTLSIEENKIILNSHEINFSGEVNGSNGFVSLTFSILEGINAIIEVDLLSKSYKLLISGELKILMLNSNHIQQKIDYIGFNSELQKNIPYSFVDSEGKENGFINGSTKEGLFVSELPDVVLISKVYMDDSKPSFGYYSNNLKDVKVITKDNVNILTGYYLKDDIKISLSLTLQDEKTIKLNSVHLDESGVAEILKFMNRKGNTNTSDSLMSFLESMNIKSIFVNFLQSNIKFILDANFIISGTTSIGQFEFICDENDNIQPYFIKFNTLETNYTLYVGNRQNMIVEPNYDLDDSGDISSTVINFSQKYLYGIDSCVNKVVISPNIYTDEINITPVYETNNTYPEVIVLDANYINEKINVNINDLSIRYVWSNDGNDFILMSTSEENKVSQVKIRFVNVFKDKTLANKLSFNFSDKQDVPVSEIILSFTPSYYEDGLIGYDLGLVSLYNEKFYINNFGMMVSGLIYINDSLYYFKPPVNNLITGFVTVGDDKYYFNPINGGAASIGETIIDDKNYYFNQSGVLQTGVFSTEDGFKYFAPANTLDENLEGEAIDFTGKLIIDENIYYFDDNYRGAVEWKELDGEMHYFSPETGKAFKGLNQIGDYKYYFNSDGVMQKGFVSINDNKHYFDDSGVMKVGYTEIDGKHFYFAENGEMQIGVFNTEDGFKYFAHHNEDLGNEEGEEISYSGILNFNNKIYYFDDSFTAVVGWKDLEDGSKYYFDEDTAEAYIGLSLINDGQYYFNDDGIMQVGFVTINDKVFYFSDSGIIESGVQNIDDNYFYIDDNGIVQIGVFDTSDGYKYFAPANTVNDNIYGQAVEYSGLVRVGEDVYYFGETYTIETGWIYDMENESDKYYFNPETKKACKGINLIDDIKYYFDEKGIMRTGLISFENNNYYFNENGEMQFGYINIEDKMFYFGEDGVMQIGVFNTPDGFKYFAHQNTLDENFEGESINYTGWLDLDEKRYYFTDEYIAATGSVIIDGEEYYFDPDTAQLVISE
* = called active by the depositor; ? = inconclusive; . = no result given. Rule as the data show it, unless noted: active = inhibition above about 30%; inconclusive = no clear call, values can overlap the other calls; inactive = below that.

The first 9 records, ahead of the listing:
SMILES | Y pestis TopoI | PrPC TRFRET | FadD28 FP inh | BoNT-F LC inh | CCHF vOTU inh | BoNT A protease | PfHsp40 rescue | Anthrax LF inh2 | TcdB inh
Cc1ccc(NC(=O)C(=O)NCCCN2CCCC2=O)c(C)c1 | 3 | 7 | 0.5 | -7 | 15 | -1.5 | -0.5 | 2 | -0.7
COc1ccccc1/C=C/CN1CCC(n2nccc2NC(=O)C2CC2)CC1 | 10 | -11 | 0.3 | ? | 5 | -1.4 | -2.1 | -2 | 1.6
CC(=O)Nc1nn(C)c2nc3cc(C)ccc3cc12 | -2 | -19 | -2.8 | -22 | 17 | -0.2 | 0.4 | -1 | .
Cc1noc(C)c1COc1cccc(C(=O)Nc2ccc3c(c2)OCO3)c1 | 4 | 7 | -3.9 | -2 | -12 | -0.3 | 2.5 | -2 | 1.5
CC(=O)Nc1c(Cl)cc([N+](=O)[O-])c2ccccc12 | -7 | -27 | -4.7 | -3 | 4 | 0.7 | 1.9 | -2 | -0.2
CCOc1ccc(NC(=O)Cc2ccccc2)cc1 | 11 | 3 | -1.2 | -2 | 1 | 0.3 | -1.6 | -2 | .
O=C1c2ccccc2C(=O)C12Cc1ccccc1N1CCN(c3ccccc3)CC12 (configuration not stated) | -1 | -7 | -2.1 | 0 | -4 | -0.4 | -0.6 | -11 | .
O=C(CC1C(=O)NCCN1Cc1ccccc1C(F)(F)F)NCCN1CCCCC1=O (configuration not stated) | 11 | 5 | -3.0 | -4 | -12 | -0.7 | -0.8 | 3 | -1.2
Cc1ccc(C(=O)N[C@@H](C)CN2C3=NC[C@H](C(C)C)N3C[C@H]2Cc2ccc(O)cc2)cc1Br | 5 | 1 | -3.1 | -20 | 8 | -0.1 | 1.5 | -4 | 1.7

The listing, from the first entry:
SMILES | Y pestis TopoI | PrPC TRFRET | FadD28 FP inh | BoNT-F LC inh | CCHF vOTU inh | BoNT A protease | PfHsp40 rescue | Anthrax LF inh2 | TcdB inh
Cc1ccc(NC(=O)C(=O)NCCCN2CCCC2=O)c(C)c1 | 3 | 7 | 0.5 | -7 | 15 | -1.5 | -0.5 | 2 | -0.7
COc1ccccc1/C=C/CN1CCC(n2nccc2NC(=O)C2CC2)CC1 | 10 | -11 | 0.3 | ? | 5 | -1.4 | -2.1 | -2 | 1.6
CC(=O)Nc1nn(C)c2nc3cc(C)ccc3cc12 | -2 | -19 | -2.8 | -22 | 17 | -0.2 | 0.4 | -1 | .
Cc1noc(C)c1COc1cccc(C(=O)Nc2ccc3c(c2)OCO3)c1 | 4 | 7 | -3.9 | -2 | -12 | -0.3 | 2.5 | -2 | 1.5
CC(=O)Nc1c(Cl)cc([N+](=O)[O-])c2ccccc12 | -7 | -27 | -4.7 | -3 | 4 | 0.7 | 1.9 | -2 | -0.2
CCOc1ccc(NC(=O)Cc2ccccc2)cc1 | 11 | 3 | -1.2 | -2 | 1 | 0.3 | -1.6 | -2 | .
O=C1c2ccccc2C(=O)C12Cc1ccccc1N1CCN(c3ccccc3)CC12 (configuration not stated) | -1 | -7 | -2.1 | 0 | -4 | -0.4 | -0.6 | -11 | .
O=C(CC1C(=O)NCCN1Cc1ccccc1C(F)(F)F)NCCN1CCCCC1=O (configuration not stated) | 11 | 5 | -3.0 | -4 | -12 | -0.7 | -0.8 | 3 | -1.2
Cc1ccc(C(=O)N[C@@H](C)CN2C3=NC[C@H](C(C)C)N3C[C@H]2Cc2ccc(O)cc2)cc1Br | 5 | 1 | -3.1 | -20 | 8 | -0.1 | 1.5 | -4 | 1.7
O=C(CCCN1C(=O)c2ccccc2C1=O)Nc1ccccc1C(=O)N1CCOCC1 | 0 | -3 | -5.0 | -8 | 7 | 0.4 | -0.7 | 0 | .
Cc1ccc2ncccc2c1 | 1 | -4 | -0.4 | -5 | -6 | 1.0 | -0.7 | 2 | -0.1
Oc1[nH]c2ccc(Br)cc2c1N=NC(=S)NCC1CCCO1 (configuration not stated) | -7 | -4 | -5.0 | -9 | 0 | -2.7 | 0.6 | -9 | 1.4
Cc1cc2nc3c(=O)[nH]c(=S)[nH]c3nc2cc1NC(=O)C(F)(F)F | -1 | -32 | 0.8 | -17 | 19 | -5.1 | 2.9 | -2 | -1.0
Cc1ccc(CNC(=O)C(=O)c2cn(CC(=O)N3CCCC3)c3ccccc23)cc1 | 47 | -8 | -0.6 | -3 | 16 | 0.0 | 1.8 | 1 | 1.6
O=C(CN1CCOCC1)NNC(=O)c1ccc(Cl)cc1 | -3 | -5 | -2.9 | -8 | 8 | -0.3 | -1.6 | -3 | -1.3
CC(=O)Nc1cccc(NC(=O)C2CC(=O)N(c3ccc(C)cc3)C2)c1 (configuration not stated) | 3 | 7 | -2.3 | 0 | 5 | -0.7 | -0.9 | -2 | -1.0
CCc1cccc(NC(=O)C2CCCN(S(=O)(=O)c3c(C)[nH]c(=O)[nH]c3=O)C2)c1 (configuration not stated) | 0 | -1 | -1.7 | -6 | 1 | -0.4 | -0.9 | 0 | .
CCOc1ccc(NC(=O)CCc2ccc(C)o2)cc1 | 6 | 6 | -0.2 | -3 | 4 | -1.0 | 0.8 | -4 | 1.0
S=C(Nc1ccc(Cl)c(Cl)c1)NC1CCN(Cc2ccccc2)CC1 | -28 | -16 | -16 | 1 | 12 | -1.1 | 3.6 | -5 | .
CNC(=S)N1N=C(c2ccc(OC)cc2)CC1c1ccc(N(C)C)cc1 (configuration not stated) | 12 | -8 | -2.7 | 3 | -2 | -0.4 | 2.9 | -11 | .
Cc1cnc(NC(=O)CSCc2c(C)noc2C)s1 | 1 | 3 | -4.2 | -1 | 5 | -0.2 | 0.8 | 3 | 0.1
CCN(CC)c1nc(N)n(CCSC(=S)N(C)C)c(=O)n1 | 2 | 3 | 0.6 | 3 | -8 | 0.1 | 0.1 | -8 | 0.3
C=CCc1cccc(C=Nc2ccc(Br)cc2)c1O | -3 | 3 | -4.0 | -3 | 2 | -0.7 | 0.8 | -1 | 0.2
O=C(C1=C(O)C(=O)N(CC2CCCO2)C1c1ccc(Cl)cc1)c1ccco1 (configuration not stated) | 0 | 3 | -1.8 | -13 | 2 | 0.1 | -0.1 | 5 | 3.4
CCC1CCCCN1CCCNC(=O)CN1C(=O)c2cccnc2Oc2ccc(Cl)cc21 (configuration not stated) | -4 | -5 | -3.9 | -4 | 12 | -2.0 | -0.4 | -1 | 1.3
Further records follow:
SMILES | Y pestis TopoI | PrPC TRFRET | FadD28 FP inh | BoNT-F LC inh | CCHF vOTU inh | BoNT A protease | PfHsp40 rescue | Anthrax LF inh2 | TcdB inh
COc1ccc(-n2nc(C)c3c(=O)c4c([nH]c32)CCCC4)cc1 | 2 | 6 | -2.2 | -8 | 19 | -2.9 | 0.3 | 8 | 1.1
O=C(CSC1=NCCS1)Nc1ccccc1F | -5 | -4 | -0.8 | 2 | 7 | 1.1 | -0.3 | -2 | .
CCCc1cc(=O)oc2c(C)c(OCC(=O)NCCCN3CCOCC3)ccc12 | -14 | -6 | 0.3 | -1 | -2 | -0.2 | -1.5 | 0 | -6.3
Cc1ccc(CONC(=O)c2ccc([N+](=O)[O-])cc2)cc1 | 3 | 2 | 0.9 | 3 | 3 | -4.8 | 38* | 0 | -0.4
CCOP(=O)(OCC)C(Nc1cccc(C(F)(F)F)c1)c1ccc(C)cc1 (configuration not stated) | 40 | 3 | -2.8 | -15 | 30* | -1.3 | 0.3 | -7 | 0.6
CCOc1ccccc1NC(=O)NC(C)c1ccc2c(c1)OCO2 (configuration not stated) | 2 | -3 | -1.6 | 10 | 17 | -1.8 | -1.2 | 0 | 1.0
CCOc1ccc(NC(=O)CN(C)c2nnnn2-c2ccccc2)cc1OCC | 5 | 3 | -2.1 | -24 | 1 | 0.5 | -1.1 | -6 | .
CCCN1C(=O)C(=O)N(CC(=O)c2cc(C)n(C3CC3)c2C)C1=O | 1 | 2 | 0.2 | 4 | 15 | 0.0 | -1.0 | -2 | 0.7
O=C(NCc1ccccc1C(F)(F)F)C1CCC(=O)N(C2CCCCCC2)C1 (configuration not stated) | 18 | -3 | -2.8 | 4 | 13 | -1.7 | -1.1 | -4 | 2.4
C=C(C)Cn1c2ccc(NC(=O)NCc3ccccc3)cc2c(=O)n1C | 11 | 0 | -2.4 | -3 | -204 | -0.1 | . | -2 | 0.6
Cc1ccccc1C(=O)c1ccc2c(c1)n(C)c(=O)n2C | 1 | 6 | 1.7 | -6 | 0 | 1.0 | 0.1 | -1 | .
Cc1ccc(C(=O)N2CCOCC2)cc1S(=O)(=O)N1CCCC1 | 8 | 3 | -3.0 | -7 | 1 | -1.8 | -0.3 | 3 | 1.4
CN1CCN(C(=O)CCN2C(=O)/C(=C\c3ccc(F)cc3)SC2=S)CC1 | 5 | 0 | -2.6 | 0 | 8 | 0.0 | -0.4 | 1 | 1.0
CSc1nnc2n(-c3ccccc3)c(=O)c3c4c(sc3n12)CCC4 | 3 | 6 | -2.2 | ? | 6 | 1.1 | 1.8 | -3 | .
CC(=O)c1cccc(NC(=O)C(C)OC(=O)c2cccc(-n3cnnn3)c2)c1 (configuration not stated) | -13 | -11 | -2.8 | 8 | 2 | 1.2 | 0.7 | -2 | 2.4
O=C(NCc1nnc(SCC(=O)N2CCCCC2)o1)c1c(F)cccc1F | 2 | -2 | -1.5 | -10 | 0 | -1.5 | -0.9 | -4 | 0.5
C/C(=N/NC(=O)c1ccc(Br)o1)c1cccc(NC(=O)c2ccc(F)cc2)c1 | 9 | 10 | -1.9 | -8 | -6 | -5.2 | -1.0 | -1 | -0.6
COc1cc(NC(=O)COC(=O)c2ccc3ccccc3n2)cc(OC)c1 | 1 | -2 | -5.4 | -8 | 16 | -4.5 | 0.5 | -3 | 0.6
Nc1nnnn1CC(=O)N/N=C/c1cc([N+](=O)[O-])ccc1Cl | -9 | -5 | -1.5 | -4 | 7 | -0.4 | -0.8 | -2 | 0.5
O=C(CN(C(=O)c1csnn1)c1cccc(Cl)c1)NC1CCCCC1 | 1 | -1 | -2.7 | 8 | -15 | -3.3 | -1.3 | 7 | 2.6
CCCCCCCN1C(Nc2ccccc2)=NC[C@@H]1C | 1 | 5 | -0.3 | 1 | 0 | -0.5 | 0.1 | -9 | -4.2
O=C(C1CCN(S(=O)(=O)c2cccc3cccnc23)CC1)N1CCc2ccccc21 | 19 | -1 | -2.0 | 14 | 3 | 0.3 | 0.0 | 2 | .
O=C(Cc1ccc(Br)cc1)NNC(=O)Nc1ccc(Cl)cc1 | 6 | -8 | -2.9 | -5 | 8 | 0.4 | 1.0 | 0 | 0.4
CN(C)Cc1ccccc1Sc1ccc(Br)cc1 | -4 | -8 | 0.5 | -15 | -7 | -0.9 | -0.8 | -2 | .
CCCN1C(=S)SC(C)(C)C1/[N+]([O-])=C/c1ccc(S(=O)(=O)NC)cc1 (configuration not stated) | -5 | -3 | -2.9 | -8 | -9 | -0.4 | 0.6 | -11 | 0.4
O=C1CCN(Cc2ccccc2)S(=O)(=O)c2ccccc21 | 1 | -3 | -2.1 | -7 | 4 | 0.4 | 0.0 | 9 | 2.5
Cc1oc(-c2cccs2)nc1CN1CCN(C2CCCC2)C(CCO)C1 (configuration not stated) | 0 | -14 | -2.8 | 1 | 15 | -0.8 | 1.9 | -4 | 1.7
C[C@H](N)c1nnc(SCC(N)=O)o1 | -14 | -15 | -1.0 | -4 | -4 | 0.4 | 0.9 | 5 | 0.5

Source: PubChem BioAssay
